# pPAFAH FP inh: pPAFAH enzyme inhibitors, primary screen, biochemical, fluorescence polarization, human; Platelet-activating factor acetylhydrolase (Homo sapiens), Q13093; recombinant pPAFAH, FP-rhodamine probe fluorescence polarization; inhibition, % at 3.39 µM; 330,000 tested, 1.5% active; AID 463082, 2010;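 active = inhibition above the mean inhibition across the screen plus 3 SD, cut at about 25% in these data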;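 note: inhibitors block binding of the rhodamine activity-based probe so polarization drops; 0% = enzyme with DMSO and 100% = wells lacking pPAFAH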
# ZTA DNA inh: ZTA (EBV) inhibition in EBNA-1 counter-screen | 320,000 tested, 0.15% active | ZTA-DNA binding, fluorescence polarization | inhibition, % at 11 µM | AID 2234 | P03206; in the data active = inhibition above about 33%
# LYPLA2 counter: LYPLA2 inhibitors, primary screen, counter-screen for PME1 inhibitor project, biochemical, fluorescence polarization, FP-Rh probe ABPP. Acyl-protein thioesterase 2 (Homo sapiens), O95372. recombinant LYPLA2. inhibition, % at 5.9 µM. 320,000 tested, 0.38% active. AID 2177, 2009;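 active = inhibition above the screen-wide mean plus 3 SD, limit set per campaign, cut at about 26% in these data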;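 note: 0% = LYPLA2 with DMSO and 100% = wells lacking LYPLA2 enzyme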
# EBNA-1 inhibitor: EBNA-1 DNA-binding inhibitors, primary screen, biochemical, fluorescence polarization. inhibition, % at 14.8 µM. AID 1950, 2009. 300,000 tested, 0.34% active; in the data active = inhibition above about 28%
# PAFAH1B3 inh: PAFAH1B3 enzyme inhibitors, primary screen, biochemical, fluorescence polarization, human. 340,000 tested, 0.28% active. recombinant PAFAH1B3, FP-rhodamine probe. Platelet-activating factor acetylhydrolase IB subunit alpha1 (Homo sapiens), Q15102. inhibition, % at 3.39 µM;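 active = inhibition above the screen-wide average of all tested compounds plus 3 SD, cut at about 25% in these data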;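 note: 0% = enzyme with DMSO only and 100% = wells lacking PAFAH1B3 protein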
# LYPLA1 counter: LYPLA1 inhibitors, primary screen, counter-screen for PME1 inhibitor project, biochemical, fluorescence polarization, FP-Rh probe ABPP; recombinant LYPLA1; inhibition, % at 5.9 µM; 320,000 tested, 0.16% active; AID 2174, 2009;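 active = inhibition above the mean of all tested compounds plus 3 SD, set per campaign, cut at about 14% in these data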;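 note: inhibitors block serine hydrolase probe labeling of LYPLA1 so polarization falls; 0% = enzyme with DMSO and 100% = wells lacking LYPLA1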
# PAFAH1B2 FP inh: PAFAH1B2 enzyme inhibitors, primary screen, biochemical, fluorescence polarization, human; recombinant PAFAH1B2, FP-rhodamine activity probe; Platelet-activating factor acetylhydrolase IB subunit alpha2 (Homo sapiens), P68402; inhibition, % at 3.39 µM; 340,000 tested, 1.2% active;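 active = inhibition above the mean of all tested compounds plus 3 SD, cut at about 24% in these data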;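 note: 0% = enzyme with DMSO and 100% = wells lacking PAFAH1B2; many of its hits are not listed in these tables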
# PREPL inhibitor: PREPL enzyme inhibitors, primary screen, biochemical, fluorescence polarization. recombinant PREPL, fluorescence polarization activity-based probe. inhibition, % at 5.96 µM. 320,000 tested, 0.68% active. Prolyl endopeptidase-like (Homo sapiens), Q4J6C6; in the data active = inhibition above about 43%;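 note: 0% = enzyme with DMSO and 100% = wells lacking enzyme; many of its hits are not listed in these tables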
# PAFAH2 inh: PAFAH2 enzyme inhibitors, primary screen, biochemical, fluorescence polarization, human | 340,000 tested, 0.99% active | inhibition, % at 3.39 µM | AID 492956, 2010 | Platelet-activating factor acetylhydrolase 2, cytoplasmic (Homo sapiens), Q99487 | recombinant PAFAH2, FP-rhodamine activity probe;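 active = inhibition above the mean over all tested compounds plus 3 SD, cut at about 30% in these data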;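 note: inhibitors block probe labeling of enzyme so polarization drops; 0% = enzyme with DMSO and 100% = wells lacking PAFAH2 protein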
# * = called active by the depositor; . = no result given. The list is partial (hit frequency here may not be typical).
1) O=C(CN1CCCCC1)c1c[nH]c2ccccc12
2) COc1cccc(NC(=S)NC2CC3CCCC(C2)N3CC(C)C)c1 (configuration not stated)
3) COCC(=O)N1CCC(n2nnc3cc(C(F)(F)F)ccc32)CC1
4) CC(C)C(=O)N1CCN(c2nc(-c3ccccc3)c3c(c2C#N)CC(C)(C)OC3)CC1
5) O=C(NCCCc1ccccc1)C(=O)NCC1OCCN1S(=O)(=O)c1ccccc1 (configuration not stated)
6) O=c1cc(C(F)(F)F)[nH]c2c(C(F)(F)F)cccc12
7) CN(C)C(=O)CN1CCN(Cc2cn(C)nc2-c2ccc3c(c2)OCCO3)CC1
8) O=C(CSCc1ccc([N+](=O)[O-])cc1)NC1CCCCCC1
9) COC(=O)c1ccc(NC(=O)CSC2=Nc3ccccc3C3CC=NN23)cc1 (configuration not stated)
10) CC(=O)N1CCC(=NNc2nc3ccccc3[nH]2)CC1
compound no.,1,2,3,4,5,6,7,8,9,10
pPAFAH FP inh,-2,0,0,4,7,4,-2,3,-1,5
ZTA DNA inh,-7,6,-11,3,-9,-1,-10,-16,0,-14
LYPLA2 counter,4,-6,8,-5,0,2,-1,-2,-1,-6
EBNA-1 inhibitor,-7,3,4,-2,11,7,8,-4,8,15
PAFAH1B3 inh,10,5,1,-8,0,5,3,9,-7,.
LYPLA1 counter,1,-3,-1,-1,0,-1,-1,-1,-9,-2
PAFAH1B2 FP inh,2,-1,2,4,15,0,-1,3,0,.
PREPL inhibitor,-17,18,13,7,11,15,7,1,-14,54*
PAFAH2 inh,3,2,-3,-1,-2,7,5,-5,-14,.

11) COC(=O)Cc1c(C)c2ccc(OCC(=O)c3ccc(OC)c(OC)c3)cc2oc1=O
12) CC(=O)N(Cc1ccco1)Cc1cc2cccc(C)c2n2nnnc12
13) CCN(CC)c1ccc(Nc2nc(-c3cccnc3)cs2)cc1
14) COC(=O)CNC(=O)Cn1cnc2sc(C)c(S(=O)(=O)N3CCC(C)CC3)c2c1=O
15) COc1ccc(C(=O)N/C(=C\c2cn(C)c3ccccc23)C(=O)N2CCOCC2)cc1OC
16) Cc1c(C(=O)OCCOc2ccc(Br)cc2)sc(=S)n1C
17) CC(C)C(=O)Nc1nnc(CCN2CCCCC2)s1
18) COc1ccccc1OCc1ccc(C(=O)N2CCN(C(=O)c3ccco3)CC2)cc1
19) CC1CCC(C(C)C)C(OC(=O)Cn2nnc3c(cnn3-c3ccccc3)c2=O)C1 (configuration not stated)
20) CCc1ccc(/C=N/NC(=O)c2cc(-c3ccncc3)nc3ccccc23)s1
compound no.,11,12,13,14,15,16,17,18,19,20
pPAFAH FP inh,3,-6,17,3,0,-1,8,4,2,-6
ZTA DNA inh,-6,-8,4,-5,13,8,-18,11,3,-6
LYPLA2 counter,3,4,8,3,0,2,2,6,-3,-18
EBNA-1 inhibitor,-4,0,7,-9,5,6,-1,12,4,-5
PAFAH1B3 inh,.,.,1,3,1,3,-5,6,1,8
LYPLA1 counter,1,1,2,1,-4,-2,-3,4,1,-11
PAFAH1B2 FP inh,.,.,12,3,-2,28*,-1,-3,-2,-1
PREPL inhibitor,19,4,14,12,-9,13,13,7,-9,-1
PAFAH2 inh,.,.,4,11,-3,3,-2,-1,-7,-4

21) Cc1cc(C)c(NC(=O)C(=O)NCc2ccco2)c(C)c1
22) CCCC(C)NC(=O)c1ccc(C2SCC(=O)N2Cc2ccco2)cc1 (configuration not stated)
23) CCN(CC(=O)Nc1c(F)cccc1F)C(=O)C1CC(=O)N(CCc2ccccc2)C1 (configuration not stated)
24) Cc1ccc(N=C2SC(C(=O)NCCc3ccccc3)CC(=O)N2C)cc1C (configuration not stated)
25) O=C(NC(=S)Nc1ccc(S(=O)(=O)Nc2ccccc2)cc1)C1CC1
26) COc1ccc(S(N)(=O)=O)cc1C(=O)OCC(=O)NC(C)(C#N)C1CC1 (configuration not stated)
27) COc1ccc(-n2nc([N+](=O)[O-])c(=NC3CCN(Cc4ccccc4)CC3)n2O)cc1
28) CCOc1ccc(CCNC(=O)c2c(C)noc2C)cc1OCC
29) Cc1ccccc1NC(=O)Cn1c(C)nc2ccc(N)cc2c1=O
30) O=C(CSc1ncnc2ccccc12)NCc1ccc2c(c1)OCO2
compound no.,21,22,23,24,25,26,27,28,29,30
pPAFAH FP inh,5,2,6,20,24,2,-1,6,2,2
ZTA DNA inh,16,6,-1,15,-11,-16,-9,-18,-18,0
LYPLA2 counter,5,-1,5,-1,10,5,0,10,7,0
EBNA-1 inhibitor,8,-17,-11,4,7,.,0,-1,-4,12
PAFAH1B3 inh,5,6,6,8,10,5,0,-2,5,12
LYPLA1 counter,2,2,6,1,-2,-2,4,3,2,-4
PAFAH1B2 FP inh,2,1,0,8,5,0,-2,4,-4,1
PREPL inhibitor,0,13,-6,34,-9,14,16,-7,23,-5
PAFAH2 inh,5,1,5,4,-1,4,9,-3,0,-6

31) O=C(COC(=O)c1ccccc1)NCC1CCCO1 (configuration not stated)
32) Cc1ccc(N/C(=N/S(=O)(=O)c2cccs2)c2ccccc2)c(C)c1
33) Cc1n[nH]c(C)c1CCC(=O)N/N=C/c1c[nH]c2ccccc12
34) Cc1ccc2c(c1)N=C(c1ccc(Cl)cc1)CO2
35) O=C1C2C3C=CC(C3)C2C(=O)N1c1nccs1 (configuration not stated)
36) COc1ccc(S(=O)(=O)NC2CC3CCC2C3)cc1Cl (configuration not stated)
37) O=C(CCCSc1nc2ccccc2[nH]1)N1CCN(c2ccccc2)CC1
38) Cc1cc(C)nc(Nc2n[nH]c(-c3ccccc3Br)n2)n1
39) NS(=O)(=O)c1cc(C(=O)OCCNC(=O)c2ccccc2)c(Cl)cc1Cl
40) COc1ccccc1-n1c(CNC(=O)COc2ccccc2)n[nH]c1=S
compound no.,31,32,33,34,35,36,37,38,39,40
pPAFAH FP inh,2,-2,9,6,4,12,-7,1,4,3
ZTA DNA inh,-3,6,3,2,2,-6,-19,8,0,-8
LYPLA2 counter,-3,-4,3,2,0,5,-3,-5,-2,-1
EBNA-1 inhibitor,-1,-6,-2,7,8,7,-13,0,10,-9
PAFAH1B3 inh,15,5,2,-3,3,5,12,2,1,5
LYPLA1 counter,2,-3,3,-2,0,-2,1,-1,-1,-1
PAFAH1B2 FP inh,0,5,6,1,5,8,11,-1,0,0
PREPL inhibitor,11,-7,-3,-1,-1,4,-30,-5,-2,4
PAFAH2 inh,17,9,4,0,3,2,4,3,-8,-2

# Complete entries from above:
# Cc1cc(C)nc(Nc2n[nH]c(-c3ccccc3Br)n2)n1 in the list: pPAFAH FP inh = 1; ZTA DNA inh = 8; LYPLA2 counter = -5; EBNA-1 inhibitor = 0; PAFAH1B3 inh = 2; LYPLA1 counter = -1; PAFAH1B2 FP inh = -1; PREPL inhibitor = -5; PAFAH2 inh = 3
# Cc1n[nH]c(C)c1CCC(=O)N/N=C/c1c[nH]c2ccccc12 in the list: pPAFAH FP inh = 9; ZTA DNA inh = 3; LYPLA2 counter = 3; EBNA-1 inhibitor = -2; PAFAH1B3 inh = 2; LYPLA1 counter = 3; PAFAH1B2 FP inh = 6; PREPL inhibitor = -3; PAFAH2 inh = 4

# Some of these compounds in order of their number in PAFAH2 inh, descending:
item	smiles	pPAFAH FP inh	EBNA-1 inhibitor	PAFAH1B3 inh	PAFAH1B2 FP inh	PREPL inhibitor	PAFAH2 inh
32	Cc1ccc(N/C(=N/S(=O)(=O)c2cccs2)c2ccccc2)c(C)c1	-2	-6	5	5	-7	9
33	Cc1n[nH]c(C)c1CCC(=O)N/N=C/c1c[nH]c2ccccc12	9	-2	2	6	-3	4
35	O=C1C2C3C=CC(C3)C2C(=O)N1c1nccs1 (configuration not stated)	4	8	3	5	-1	3
36	COc1ccc(S(=O)(=O)NC2CC3CCC2C3)cc1Cl (configuration not stated)	12	7	5	8	4	2
34	Cc1ccc2c(c1)N=C(c1ccc(Cl)cc1)CO2	6	7	-3	1	-1	0
40	COc1ccccc1-n1c(CNC(=O)COc2ccccc2)n[nH]c1=S	3	-9	5	0	4	-2
39	NS(=O)(=O)c1cc(C(=O)OCCNC(=O)c2ccccc2)c(Cl)cc1Cl	4	10	1	0	-2	-8

# Additional structures.
41) Cc1cc(C)c2cc(CN(CCO)C(=O)NC3CCCCC3)c(=O)[nH]c2c1
42) COc1cc(-c2nc3sc(C)c(C)c3c(=O)o2)cc(OC)c1OC
43) O=C(CN1CCN(Cc2ccccc2)CC1)Nc1ccc(Cl)cn1
44) Cc1c(S(=O)(=O)N2CCC(C)CC2)c(=O)n(C)c(=O)n1C
45) Cc1c(NC(=O)c2cc(-c3ccc(O)cc3)on2)c(=O)n(-c2ccccc2)n1C
46) Cc1cc(C(=O)OCC(=O)Nc2cc(C(F)(F)F)ccc2N2CCOCC2)c(C)o1
47) CCOc1nc2ccccc2nc1NS(=O)(=O)c1ccccc1
48) Cc1ccn2c(Nc3ccccc3C)c(-c3cccnc3)nc2c1
49) CCOC(=O)CCC(=O)N1CCOCCOCCN(C(=O)CCC(=O)OCC)CCOCC1
50) CCN(CCCNC(=O)Cn1ncc2c([nH]c3ccccc32)c1=O)Cc1ccccc1
compound no.,41,42,43,44,45,46,47,48,49,50
pPAFAH FP inh,2,6,4,-5,4,8,7,7,2,6
ZTA DNA inh,-13,9,-16,-7,1,-3,5,-7,5,-24
LYPLA2 counter,-2,2,13,1,2,-3,3,1,-2,7
EBNA-1 inhibitor,-5,-2,3,-7,0,2,4,3,-8,-3
PAFAH1B3 inh,2,5,-3,4,3,1,10,6,2,-2
LYPLA1 counter,-2,1,0,4,-3,-3,0,2,2,4
PAFAH1B2 FP inh,2,-2,2,7,2,7,1,5,-3,2
PREPL inhibitor,4,-3,18,-14,13,0,1,-10,4,-8
PAFAH2 inh,-4,-2,-7,10,-1,0,-2,2,-3,3

51) CCN1C/C(=C/c2ccc(N3CCOCC3)cc2)C(=O)/C(=C/c2ccc(N3CCOCC3)cc2)C1
52) CC(C)CCn1cnc2c(oc3nc4c(cc32)CCCC4)c1=O
53) CNC(=S)N(CCCn1ccnc1)Cc1c(F)cccc1Cl
54) N#Cc1cnn(-c2ccc(F)cc2)c1N
55) Nc1cccc(-c2nc3ccccc3s2)c1
56) Cc1csc(NC(=O)C(NS(=O)(=O)c2ccc(Br)s2)c2ccccc2)n1 (configuration not stated)
57) CC(=O)c1ccc(N(C)C)c2c(N(C)C)cccc12
58) NNc1nccc(Nc2ccccc2C(=O)O)n1
59) Cc1ccc(CC(=O)Nc2ccncc2)cc1
60) CC(CN1CCCCC1)OC(=O)C(C)(c1ccccc1)c1ccccc1 (configuration not stated)
61) Cn1nnnc1SCC(=O)C(C)(C)C
62) O=C(NC1CCCCC1NC(=O)c1cccs1)c1cccs1 (configuration not stated)
compound no.,51,52,53,54,55,56,57,58,59,60,61,62
pPAFAH FP inh,-2,10,6,4,5,6,6,9,0,-1,-1,-3
ZTA DNA inh,9,-16,4,1,-4,7,-17,7,-9,-7,-3,-1
LYPLA2 counter,-4,3,4,-2,5,2,8,-1,1,0,-4,-1
EBNA-1 inhibitor,5,-7,6,-4,6,6,1,2,-1,0,-5,1
PAFAH1B3 inh,-6,2,13,7,9,9,3,28*,4,-1,3,3
LYPLA1 counter,-2,4,1,-1,5,-1,3,3,1,-4,-5,-1
PAFAH1B2 FP inh,4,7,1,6,5,20,-2,18,-1,1,6,4
PREPL inhibitor,11,-2,25,7,27,-9,3,7,-5,23,10,-12
PAFAH2 inh,3,4,4,11,11,7,13,25,6,5,2,15
